# Polio RdRp inh = poliovirus RdRp elongation inhibitors, primary screen, biochemical, fluorescence polarization, total intensity; Genome polyprotein (Poliovirus type 1 (strain Mahoney)), P03300; poliovirus polymerase elongation; active compounds read low; % elongation, % (compound at 16.7 µg/mL); 150,000 compounds, 0.66% hits; in the data active = % elongation below about 90%; note: some results filed as inactive read as strong as hits
# Target sequence (P03300 1749-2209 limits assumed): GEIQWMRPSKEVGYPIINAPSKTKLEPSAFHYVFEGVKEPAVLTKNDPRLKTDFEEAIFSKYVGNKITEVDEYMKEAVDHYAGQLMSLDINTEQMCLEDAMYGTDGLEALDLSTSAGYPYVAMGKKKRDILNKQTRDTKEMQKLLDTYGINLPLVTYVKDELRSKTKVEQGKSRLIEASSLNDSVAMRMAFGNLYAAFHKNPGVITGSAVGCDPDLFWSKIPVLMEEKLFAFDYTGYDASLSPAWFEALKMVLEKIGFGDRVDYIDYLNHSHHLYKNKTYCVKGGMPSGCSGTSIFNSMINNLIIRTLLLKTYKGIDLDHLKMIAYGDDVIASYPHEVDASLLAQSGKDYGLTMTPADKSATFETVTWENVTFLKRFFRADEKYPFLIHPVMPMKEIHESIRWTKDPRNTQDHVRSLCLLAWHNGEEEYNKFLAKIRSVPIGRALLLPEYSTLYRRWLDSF
# Polio RdRp inh FP z-score = also measured in Polio RdRp inh; calls as there; z-score; measured here: FP z-score; hits read low
# An asterisk follows results filed as active; & = joins results of further samples.
structure,Polio RdRp inh,Polio RdRp inh FP z-score
Cc1ccc2c(c1)C(=O)OC(C(=O)Nc1ccc(C(=O)O)cc1)C2 (configuration not stated),100.0,-0.3
CC(C)CCNc1ncc2c(n1)CC(c1ccccc1Cl)CC2=O (configuration not stated),101.0,-0.1
CC1(C)CC2CC(C)(CN2S(=O)(=O)c2ccc(F)cc2F)C1 (configuration not stated),100.0,-0.6
O=C(Nc1cccc(C(F)(F)F)c1)Nc1ccc2[nH]c(=O)[nH]c2c1,104.0,0
O=C1CN(C(=O)Nc2ccccc2Cl)C(c2ccccc2)c2c(sc3c2CCCC3)N1 (configuration not stated),109.0,0.4
C=CCNc1cc(C)nc2nncn12,102.0,0.2
c1ccc2c(c1)nc1n2CCSC1,106.0,0.5
COC(=O)C1=C(C)NC(C)=C(C(=O)OC)C1C(=O)OCC(=O)N1CCN(C(C)=O)CC1,103.0,0
COc1ccc(Cn2c(C(=O)O)c(CNC3CCCCCC3)c3ccc(OC)cc32)cc1,108.0,0.1
Cc1ccc(NC(=O)C(C)C(=O)Nc2ccc(C)cc2)cc1,106.0,0.8
Cc1cc(-c2csc(CC#N)n2)c(C)n1Cc1ccco1,110.0,0.6
Cc1ccc(CNC(=O)C2CCN(S(=O)(=O)c3cc(-c4noc(C)n4)ccc3C)CC2)cc1,112.0,1.1
O=C(O)CSc1c2c(nc3cc(C(=O)N4CCOCC4)ccc13)CCCC2,101.0,0.2
Cc1ccccc1/C=C/c1c[nH]c2ccccc12,105.0,0.2
COc1cccc(C(=O)N2c3cc(C)ccc3C(C)(c3ccccc3)CC2(C)C)c1 (configuration not stated),107.0,0.5
Cc1nn(-c2ccccc2)c(CC(C)(C)C(=O)O)c1C(=O)O,98.0,-0.8
Cc1cccc2c(=O)cc(CSc3ccccc3NC(=O)c3cccc(F)c3)[nH]c12,106.0,0.1
Cc1cc(C)cc(NC(=S)Nc2cc(C)cc(C)c2)c1,110.0,1.2
COCCNC(=O)CCN1C(=O)c2cccnc2Oc2ccc(C)cc21,109.0,0.6
Cc1cc(/C=N/NC=O)c(C)n1-c1ccc(I)cc1,106.0,0.5
Cc1ccc2c(c1)C1c3sc(=O)[nH]c3SCC1(CC(=O)O)C(=O)O2 (configuration not stated),100.0,-0.3
CCOC(=O)C1CCN(C(C)C(=O)NC23CC4CC(CC(C4)C2)C3)CC1 (configuration not stated),107.0,0.7
CCC(=O)Nc1cccc(OCc2cc(=O)n3nc(CC)sc3n2)c1,99.0,-1.1
CC(=O)Nc1cccc(C(=O)OCC(=O)N2CCN(c3ccccc3)CC2)c1,104.0,0.3
Cc1cc(NC(=O)COC(=O)C23CC4CC(CC(C4)C2)C3)no1,103.0,0

# The final 2 records of the part before open the next one.
structure,Polio RdRp inh,Polio RdRp inh FP z-score
CC(=O)Nc1cccc(C(=O)OCC(=O)N2CCN(c3ccccc3)CC2)c1,104.0,0.3
Cc1cc(NC(=O)COC(=O)C23CC4CC(CC(C4)C2)C3)no1,103.0,0
CCN1CCN(Cc2ccc(C)cc2)CC1,103.0,0.8
CC(=O)N1C2C=CC(C2)C1(C(F)(F)F)C(F)(F)F (configuration not stated),107.0,0.4
CC(C(=O)N1CCc2ccccc21)N1CCc2ccccc2C1 (configuration not stated),102.0,0.1
CCOC(=O)c1ccc(NC(=O)CCCn2nc(C)c3sc4ccccc4c3c2=O)cc1,109.0,0
COc1ccc(OC)c(NC(=O)Cn2cnc3onc(-c4ccc(Cl)cc4)c3c2=O)c1,99.0,-0.7
Cc1cc2cc(CNC(=O)c3cc4ccccc4o3)ccc2n1C,100.0,-0.8
Cc1ccc(-c2cc(-c3ccccc3)no2)c(O)c1,100.0,0
Cc1ccc(NC(=O)c2ccc(-c3ccccc3)s2)cc1,103.0,-0.5
O=C(O)c1ccccc1NS(=O)(=O)c1cccc(-n2sc3ccccc3c2=O)c1,98.0,-0.5
N#C/C(C(=O)c1ccccc1)=C1/CCCCCN1,102.0,0.3
c1ccc([S+]2c3ccccc3Nc3ccccc32)cc1,101.0,-0.3
Cc1ccccc1CSCc1nc2ccccc2c(=O)n1CC#N,104.0,0.1
CCN1CCCC1CNCc1c(C(=O)O)n(Cc2ccccc2C)c2ccccc12 (configuration not stated),102.0,-0.6
CCOC(=O)c1ccc(NC(=O)COC(=O)c2cn(CC)c3nc(C)ccc3c2=O)cc1,103.0,-0.7
CC1=C(c2nc(-c3ccccc3)no2)C(c2ccsc2)NC(=S)N1 (configuration not stated),101.0,0
CC1=C(C(=O)Nc2ccc(C(=O)NCc3ccc4c(c3)OCO4)cc2)SCCO1,104.0,1.1
CC1=NN(c2cccc(Cl)c2)C(=O)C1,104.0,0.3
CCOc1ccc2nc3c(cc2c1)CN(CCO)C(=Nc1cccc(OC)c1)S3,102.0,0.1
Cn1ncc(C#N)c1/N=C/N(Cc1ccccc1)Cc1ccccc1,99.0,-0.4
Cc1c(C)n(CC(O)CNC2CCCCC2)c2ccccc12 (configuration not stated),99.0,-0.4
Cc1nnc(N2CCCC2)c2c1nnn2Cc1ccccc1Cl,101.0,-0.4
Cc1c(C(=O)O)oc2c1ccc1ccccc12,97.0,-0.2
CCn1c(SCC(=O)Nc2cccc3nsnc23)nc2ccccc21,104.0,0.3
Cc1ccc(CNS(=O)(=O)c2ccc(-c3cc(C(F)(F)F)on3)s2)cc1,108.0,0.2
COc1ccc(CCNC(=O)C2=NNC(=O)CC2)cc1,105.0,0.4

# Grouped by structure: the compounds so far containing a COOH group (8)
structure,Polio RdRp inh,Polio RdRp inh FP z-score
Cc1ccc2c(c1)C(=O)OC(C(=O)Nc1ccc(C(=O)O)cc1)C2 (configuration not stated),100.0,-0.3
COc1ccc(Cn2c(C(=O)O)c(CNC3CCCCCC3)c3ccc(OC)cc32)cc1,108.0,0.1
O=C(O)CSc1c2c(nc3cc(C(=O)N4CCOCC4)ccc13)CCCC2,101.0,0.2
Cc1nn(-c2ccccc2)c(CC(C)(C)C(=O)O)c1C(=O)O,98.0,-0.8
Cc1ccc2c(c1)C1c3sc(=O)[nH]c3SCC1(CC(=O)O)C(=O)O2 (configuration not stated),100.0,-0.3
O=C(O)c1ccccc1NS(=O)(=O)c1cccc(-n2sc3ccccc3c2=O)c1,98.0,-0.5
CCN1CCCC1CNCc1c(C(=O)O)n(Cc2ccccc2C)c2ccccc12 (configuration not stated),102.0,-0.6
Cc1c(C(=O)O)oc2c1ccc1ccccc12,97.0,-0.2

# Going on with the list:
structure,Polio RdRp inh,Polio RdRp inh FP z-score
Cc1ccccc1C(=O)NC(C)c1ccc2c(c1)OCCO2 (configuration not stated),98.0,-0.4
Cc1cc(=O)[nH]c2nnc(SCC(=O)Nc3cc(C(F)(F)F)ccc3Cl)n12,114.0,1.4
Cc1cc(NC(=O)CCC2CCCCC2)no1,104.0,0.6
Cn1c(=NC(=O)CSCC(=O)Nc2nccs2)sc2ccccc21,101.0,-0.1
COC(=O)C1=C(c2ccccc2)c2ccccc2S(=O)(=O)N1CC(=O)Nc1ccc(OC)cc1OC,103.0,-0.6
CC(OC(=O)c1ccc(S(=O)(=O)N2CCCC2)cc1)C(=O)NC1CC1 (configuration not stated),102.0,-0.1
O=C(NCc1csc(-c2ccccc2)n1)c1ccco1,101.0,-0.1
O=c1oc(-c2cccs2)nc2scc(-c3ccccc3)c12,103.0,0.3
O=C(Cc1ccccc1)n1nc(-c2ccco2)nc1NCc1ccccc1,102.0,0.1
COc1ccc(NC(=O)C(C)n2c(C)c3cnn(-c4ccccc4)c(=O)c3c2C)cc1Cl (configuration not stated),108.0,0.3
O=C(NCc1nc2ccccc2[nH]1)c1c(F)c(F)c(F)c(F)c1F,104.0,0.3
CC(C)[C@H](NC(=O)c1cccc(S(=O)(=O)N2CCOCC2)c1)C(=O)O,97.0,-0.7
N#CC1=C(S)N=C(N)C(c2nc(-c3ccccc3)cs2)C12CCCCC2 (configuration not stated),113.0,0.8
Cc1ccc(C)c(S(=O)(=O)c2nnn3c2nc(N2CCN(C)CC2)c2sccc23)c1,111.0,0.6
CCC(C)(C)Nc1ncccc1C(=O)O,102.0,0.2
CCOC(=O)c1c(C)oc2nc(C)nc(NCC3CCN(Cc4cccc(C)c4)CC3)c12,100.0,-1.1
COc1ccc2c(c1OC)C(=O)O[C@@H]2[C@H]1c2cc3c(cc2CCN1C)OCO3,101.0,0.2
C=CCNC(=O)C#Cc1ccccc1,101.0,-0.3
C=CCSC1=C(C#N)C(c2ccccc2Cl)CC(=O)N1 (configuration not stated),109.0,0.6
COC(=O)c1sccc1S(=O)(=O)N(CC(=O)Nc1ccc(C)c(F)c1)c1ccc(C)c(C)c1,106.0,0
COc1ccc(N2CCN(Cc3cc(=O)c(OCc4ccccc4)co3)CC2)cc1,102.0,0
CC(C)c1nn2cc(-c3ccc(Br)cc3)nc2s1,104.0,0.9
CCCC(C)C1C(C#N)=C(N)Oc2cc(N)ccc21 (configuration not stated),106.0,0.4
CSc1ccc(/C=C2/SC(=O)N(CNc3ccccc3)C2=O)cc1,102.0,0
O=C(CSc1nc2sccc2c(=O)n1-c1ccccc1)N1CCCC1,107.0,0.6

# Quoted from the listing.
# Polio RdRp inh result of Cc1cc(/C=N/NC=O)c(C)n1-c1ccc(I)cc1 is entered as 106.0
# Polio RdRp inh FP z-score result of CCOC(=O)c1c(C)oc2nc(C)nc(NCC3CCN(Cc4cccc(C)c4)CC3)c12 is entered as -1.1
# Polio RdRp inh FP z-score result of C=CCNC(=O)C#Cc1ccccc1 is entered as -0.3

# Next results.
structure,Polio RdRp inh,Polio RdRp inh FP z-score
CN(C)c1ccc(C(CNC(=O)c2c(F)cccc2Cl)N2CCOCC2)cc1 (configuration not stated),104.0,-0.2
O=C(CCS(=O)(=O)c1cc2c(cc1Cl)NC(=O)CO2)NCc1ccccc1,111.0,1.1
Cc1nc(-c2ccc(F)cc2)sc1CCNC(=O)c1ccc(C(C)(C)C)cc1,107.0,0.1
Nc1cc(-c2ccc(I)cc2)[nH]n1,100.0,0.2
Cc1ccc(Cl)cc1N1CCN(C(=O)CCNS(=O)(=O)c2ccc3c(c2)CCN3C(=O)C2CC2)CC1,108.0,0.1
Cn1c(=O)c2sccc2n2c(CCCC(=O)Nc3ccccc3)nnc12,103.0,0.3
Cc1ccccc1N(CC(=O)Nc1sccc1C#N)S(C)(=O)=O,146.0,4.9
CCCCN(Cc1ccco1)C(=O)c1cc2c(=O)oc3ccc(C)cc3c2s1,104.0,0.8
N#CC(/C(=N/S(=O)(=O)c1cccs1)c1ccccc1)c1nnc(N2CCOCC2)n1-c1ccccc1 (configuration not stated),102.0,-0.1
O=C(OC(c1ccc2c(c1)OCO2)c1nccc2ccccc12)c1ccco1 (configuration not stated),106.0,0.5
CN(C)CCCN1c2ccccc2CCc2ccccc21,103.0&100.0,0.8&0.1
COC(=O)c1cc(S(=O)(=O)NCCc2ccccc2)cn1C,105.0,0.7
CC(C)(C)c1ccc(C(=O)Nc2onc3c2CCCC3)cc1,103.0,-0.8
CCC(=O)N1CCc2cc(OC)c(OC)cc2C1COc1ccccc1OC (configuration not stated),107.0,0
Cc1ccc(C(=O)N2CCC(C(=O)NC3CCCC3)CC2)cc1,103.0,0
COC(=O)c1scc(-c2ccc(C)cc2)c1S(=O)(=O)N1CCN(c2ccc(F)cc2)CC1,106.0,0.1
Cc1nc(-c2c(C(F)(F)F)oc3cc(O)ccc3c2=O)cs1,103.0,0.4
ONC=NCc1ccccc1OC(F)(F)F,100.0,-0.8
COc1cc(Cl)c(C)cc1NC(=O)Cn1ncc2c(=O)oc3ccccc3c21,114.0,1.8
Cc1c(C(=O)NCc2cccc(Br)c2)oc2ccc3c(c12)C(=O)CC(C)(C)O3,112.0,0.5
O=C(NCc1cccs1)c1ccc(Cn2c(SCc3ccccc3)nc3cccnc32)cc1,107.0,-0.4
CC(C)=CCCC(C)N1CC23C=CC(O2)C(C(=O)O)C3C1=O (configuration not stated),100.0,-0.4
Cc1nccn1-c1ccc(C(F)(F)F)cn1,100.0,-1.1
CCOc1ccc(Oc2cc(C)nc(SC)n2)nn1,101.0,0
CC(C)NC(=O)c1ccc(COCC(F)(F)C(F)F)o1,101.0,0.1

# Remaining list, next part
structure,Polio RdRp inh,Polio RdRp inh FP z-score
COc1ccc(CNC(=O)c2cc3cc4ccc(C)cc4nc3o2)cc1,114.0,1.4
CC(NC(=O)C1COc2ccccc2O1)c1ccccc1F (configuration not stated),100.0,-0.3
CCc1nn(CC(=O)NCCN2CCN(c3cccc(C)c3C)CC2)c(=O)c2cc3sccc3n12,101.0,-0.2
Cc1cc(C)nc(SCC(N)=O)n1,101.0,-0.3
Oc1ccc(C=NCC2CCCN3CCCCC23)c(O)c1 (configuration not stated),107.0,0.4
CC(=O)NCc1ccc(C(=O)CSc2nnc(C)n2Cc2ccccc2)o1,103.0,-0.5
COC(=O)CCc1c(C)c(C(=O)c2ccco2)c2ccccn12,100.0,-0.3
O=C(CN1C(=O)c2ccccc2S1(=O)=O)N1CCN(c2cccc(Cl)c2)CC1,100.0,-0.7
O=C(NCCSc1c(-c2ccccc2)[nH]c2ccccc12)c1ccc(N2C(=O)CCC2=O)cc1,100.0,0
Cn1c(=O)c2nc(SCC(N)=O)n(C)c2n(C)c1=O,104.0,0.7
COc1cccc(Nc2nnc(SCC(=O)c3cc(C)n(C)c3C)s2)c1,106.0,0.3
Cc1ccc(CNC(=O)c2ccc(CN(Cc3ccccc3)C(=O)Nc3ccccc3)o2)o1,101.0,0.4
O=c1c2ccccc2[nH]c(=S)n1C1CC1,100.0,-0.4
c1ccc(-c2cc3n(c2)CCc2ccccc2-3)cc1,100.0,-0.3
CC1=C(c2sc(-c3ccccc3)nc2-c2cccs2)C(=O)OC1,135.0,3.6
NC(=O)CCCc1nc(-c2ccccc2)no1,104.0,0
O=C(Cn1c(=O)c(F)cn(C2CCCO2)c1=O)Nc1cccc(I)c1 (configuration not stated),100.0,-0.3
Cc1cc2c(cc1S(=O)(=O)N1CCN(c3ccccc3)CC1)OCCN2C,104.0,1.3
CCN(CC)CCOCCOC(=O)C1(c2ccccc2)CCCC1,101.0&104.0,0.2&1

# These rows are one share of the data, so the mix of outcomes need not match the whole.
